# Assay outcomes: PubChem BioAssay, several laboratories
# GPR55 LPI antagonism: inhibition of LPI-stimulated GPR55 beta-arrestin translocation – imaging, U2OS, beta-arrestin-GFP, LPI agonist, primary screen (AID 2013); U2OS GPR55 beta-arrestin-GFP translocation imaging, LPI antagonism; higher % means a stronger effect; inhibition, % at 10 µM; hits with a dose series show IC50 in µM; actives 0.13% (n = 290,000);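 active = spots per cell inhibited over 60%, with over 100 cells counted and total cytoplasm intensity under 500,000; inconclusive = wells with under 100 cells, flagged as likely toxic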;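 also: U2OS cells stably carrying GPR55 and arrestin-GFP stimulated by 5 µM LPI near EC80; imaged beta-arrestin-GFP aggregate spots per cell after agonist stimulation; plate controls were LPI-stimulated DMSO wells for no effect and DMSO wells without LPI for full effect; some results filed as inactive read as strong as hits; confirmed hits need IC50 under 10 µM and bright autofluorescent wells are also inconclusive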
# NTR1 ag: NTR1-driven beta-arrestin-GFP spot formation – imaging, U2OS cells, high content, primary screen (AID 493036); P30989; agonist mode; activation, % at 20 µM; actives 0.17% (n = 330,000);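 active = activation at or above 40% of the spot to cytoplasm intensity ratio, with at least 20 cells analyzed; inconclusive = wells under 20 cells, flagged as cytotoxic or low count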;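 also: 0% = DMSO without peptide and 100% = 100 nM NTR1 peptide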
# Target sequence (P30989 whole entry, looked up): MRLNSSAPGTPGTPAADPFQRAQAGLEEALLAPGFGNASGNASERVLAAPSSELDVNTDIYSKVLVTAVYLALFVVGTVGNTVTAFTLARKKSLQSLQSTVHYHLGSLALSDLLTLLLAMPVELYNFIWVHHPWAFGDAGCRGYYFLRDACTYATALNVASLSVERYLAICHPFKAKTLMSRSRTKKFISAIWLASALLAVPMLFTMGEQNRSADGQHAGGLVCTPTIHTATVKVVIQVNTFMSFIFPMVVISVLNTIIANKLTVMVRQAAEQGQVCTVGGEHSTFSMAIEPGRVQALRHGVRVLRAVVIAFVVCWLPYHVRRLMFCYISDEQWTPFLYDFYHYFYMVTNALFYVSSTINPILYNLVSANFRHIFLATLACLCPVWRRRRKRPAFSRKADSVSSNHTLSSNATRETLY
# MgcRacGAP inhibition: MgcRacGAP GTPase-activating activity inhibitors, confirmation, biochemical, ADP Hunter fluorescence | one-dose inhibition, % at 30 µM; IC50 in µM for titrated hits | actives 0.6% (n = 340,000) | AID 624330 | MgcRacGAP-stimulated Rac1 GTP hydrolysis, ADP Hunter fluorescence; higher % means a stronger effect; GST-tagged Rac1 F28L mutant substrate;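 active = first-screen hits whose inhibition reached a set limit at any dose in the follow-up dose series; inconclusive = inhibition above the set first-screen limit but never retested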;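 also: fluorescence reports GDP produced by GAP-driven GTP hydrolysis; strong numbers were not always called active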
# GPR55 activation: selective activators of receptor GPR55 – imaging, U2OS cells, beta-arrestin-GFP redistribution, primary screen (AID 1961); U2OS GPR55 beta-arrestin-GFP redistribution imaging; higher % means a stronger effect; one-dose activation, % at 10 µM; EC50 in µM for titrated hits; actives 0.048% (n = 290,000);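 active = activation above 40% with more than 50 cells counted in the well; inconclusive = wells holding fewer than 50 cells, flagged as toxic or sparse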;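 also: U2OS osteosarcoma cells stably expressing GPR55 and beta-arrestin-GFP; plate controls were DMSO negative control for no effect and LPI positive control for full effect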
# AID2073: inhibitors of Mint1-CaV2.2 protein interaction, biochemical, HTRF (AID 2073); HTRF protein-protein interaction, Mint1-CaV2.2; higher % means a stronger effect; actives 0.19% (n = 290,000); inhibition, % at 20 µM; hits with a dose series show IC50 in µM; in the data active = inhibition mostly above about 51%, no sharp cut-off; inconclusive = no clear call, values can overlap the other calls; inactive = mostly below about 53%; also: some results filed as inactive read as strong as hits
# Yfh1-off respiration: enhancers of respiration in Yfh1-depleted yeast, dose response, Friedreich's ataxia, plus single-dose screen (AID 1465). S. cerevisiae Yfh1-off respiration, WST-1 reduction, 72 h; higher fold induction means a stronger effect. fold induction at 50 µM; hits with a dose series show EC50 in µM. actives 0.074% (n = 220,000);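 active = fold induction of absorbance versus untreated yeast above a set limit, then at least 30% activation at any dose in follow-up; inconclusive = repeats straddling the limit, or above it without dose testing; inactive = fold induction below the set limit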;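 also: activators that raise dye reduction in frataxin-depleted yeast; strong numbers were not always called active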
# NS5 inhibitors: Dengue-2 NS5 methyltransferase inhibitors, primary screen, biochemical, confirmation dose response (AID 588689); Dengue-2 NS5 methyltransferase capping enzyme assay, biochemical; higher % means a stronger effect; one-dose inhibition, % at 25 µM; IC50 in µM for titrated hits; actives 0.3% (n = 340,000); in the data active = a potency from the dose series; inconclusive = inhibition above about 29% without an active follow-up result
# SV40 large T antigen: TAg ATPase/helicase activity blockers – biochemical (AID 1903); one-dose inhibition, % at 20 µM; IC50 in µM for titrated hits; actives 0.39% (n = 310,000); SV40 large T antigen ATPase/helicase inhibition assay; higher % means a stronger effect; in the data active = a potency from the dose series; inconclusive = inhibition mostly from about 32% at the one dose, without a potency; inactive = the rest, 99 in 100 with inhibition below about 32%; also: strong numbers were not always called active
# GPR35 antagonists: inhibition of zaprinast-stimulated GPR35 beta-arrestin translocation – imaging, U2OS, beta-arrestin-GFP, zaprinast agonist, primary screen (AID 2058); inhibition, % at 10 µM; hits with a dose series show IC50 in µM; actives 0.052% (n = 290,000); U2OS GPR35 beta-arrestin-GFP translocation imaging, zaprinast antagonism; higher % means a stronger effect;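 active = inhibition of at least 50% with at least 30 cells and total cytoplasm GFP at most 10,000,000; inconclusive = under 30 cells or total GFP of 10,000,000 plus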
# NTR1 ag cell count 20 µM: recorded beside NTR1 ag, whose call it bears; cell count; measured here: cell count, cytotoxicity flag
# NS5 inhibitors pilot replicate: second read-out of NS5 inhibitors, no call of its own (marks repeat the call); inhibition, %; measured here: pilot screen replicate inhibition
# The depositor's hits bear a star; i = inactive; ? = inconclusive; . = no result given; & = joins results of further samples. Not a hit list. Share with any hit: about 1.7%.
SMILES,GPR55 LPI antagonism,NTR1 ag,NTR1 ag cell count 20 µM,MgcRacGAP inhibition,GPR55 activation,AID2073,Yfh1-off respiration,NS5 inhibitors,SV40 large T antigen,GPR35 antagonists,others
COc1cc(/C=C2/C(=N)N3C(=NC2=O)SN=C3S(=O)(=O)C(C)C)ccc1OS(=O)(=O)c1ccccc1,9%,1.0,58,.,-0.2%,8%,.,.,45%,-4%,
COc1ccc(C(=O)Nc2cccc3c2C(=O)NC3=O)cc1S(=O)(=O)N1CCOCC1,-6%,0.7,78,5%,-0.1%,37%,.,1%,4%,-7%,
O=C1CC(NCc2ccncc2)C(=O)N1c1ccc(Cl)cc1 (stereo not drawn),5%,0.8,99,0%,0.3%,1%,i,2%,4%,3%,
CC(C)CN(C(=O)COc1ccc(Br)cc1C=O)C1CCS(=O)(=O)C1 (stereo not drawn),.,0.1,63,4%,.,.,.,-4%,17%,.,
COc1ccc(-c2ccc(-c3noc(-c4ccccc4F)n3)c(OC)n2)cc1,3%,.,.,14%,0.2%,46%,i,-6%,7%,-4%,
Cc1cc(C)cc(NC(=O)[C@H](NC(=O)[C@@H]2Cc3ccccc3CN2)c2ccccc2)c1,15%,1.4,58,-1%,-0.2%,4%,.,-8%,3%,-6%,
COc1ccc(-c2cc3c(=O)n(CC(=O)Nc4cccc(Cl)c4)ncn3n2)cc1,10%,0.1,64,6%,0.0%,40%,.,-1%,10%,16%,
Cc1ccc2nc(-c3ccc(NC(=O)c4ccco4)cc3)[nH]c2c1,2%,-0.9,56,16%,-0.2%,31%,i,-6%,3%,9%,
CCOc1ccccc1NC(=O)c1ccc(CN2CCc3ccccc3C2)cc1,-5%,1.7,60,5%,0.4%,17%,.,-7%,2%,4%,
COC(=O)c1ccc2c(C)c(C(C)(C)O)[nH]c2c1,-7%,-1.0,101,-3%,0.4%,29%,.,-2%,14%,1%,
CC1CN(CCc2ccccc2)C(C)C/C1=N/O (stereo not drawn),.,-0.6,42,8%,.,.,.,-3%,13%,.,
CC(=O)c1cccc(NC(=O)c2cc(-c3ccc(F)cc3)on2)c1,7%,-0.6,66,8%,-0.1%,34%,i,3%,7%,0%,
CC(C)(C)c1ccc(C(=O)Cn2cnnc2C#N)cc1,-6%,0.0,38,-7%,0.0%,1%,.,-13%,8%,8%,
Cc1cc(C)n2c(SCC(=O)N(C)C3CCS(=O)(=O)C3)nnc2n1 (stereo not drawn),0%,-1.5,57,9%,-0.1%,-1%,i,-6%,4%,0%,
CCc1cccc(NC(=O)CCCn2nc(C)c3c(C)n(-c4ccccc4)nc3c2=O)c1,16%,0.5,69,12%,0.2%,-5%,.,-5%,7%,10%,
COc1cc(C2Nc3cccc4cccc(c34)N2)ccc1O,0%,0.0,56,20%,-0.2%,?,.,5%,34%,-8%,
Cc1[nH]nc2c1C(c1ccco1)C(C#N)=C(N)O2 (stereo not drawn),10%,0.8,53,-4%,-0.2%,25%,i,-4%,18%,-8%,
CCCCNc1ncnc2sc3c(c12)CCN(CCC)C3,11%,-0.5,73,9%,-0.3%,10%,.,-8%,4%,3%,
CCC(C)C(NC(=O)C1CCC(C)CC1)C(=O)Nc1ccc(OC)cc1 (stereo not drawn),-7%,5.9,35,6%,0.1%,0%,.,-2%,12%,0%,
O=C1/C(=C/c2cccs2)Sc2ccccc21,-1%,-1.7,51,8%,-0.1%,7%,i,-6%,20%,13%,
COc1ccc(NS(=O)(=O)c2cccc(C(=O)NNC(=O)CN3C(=O)NC(C)(C)C3=O)c2)cc1,.,0.7,64,5%,.,.,.,-7%,21%,.,
CC(C)CN(C)C(=O)CC1C(=O)NCCN1C (stereo not drawn),-4%,-2.2,95,-2%,-0.2%,7%,i,-2%,20%,6%,
CCC1CCCCN1C(=O)C(=O)c1cn(CC(=O)N(CC)CC)c2ccccc12 (stereo not drawn),8%,-0.2,45,9%,-0.1%,7%,.,0%,8%,9%,
CC(C)(C)CN1C(=O)C(=O)NC[C@H]1Cc1cccc2ccccc12,-10%,-1.9,72,7%,-0.1%,2%,i,-3%,2%,15%,
Nn1cnc2cc3ccccc3cc2c1=O,9%,-0.2,44,7%,-0.1%,3%,.,-6%,8%,5%,
CCOC(=O)CC(=O)Nc1ccccc1C(=O)O,4%,-0.6,48,-7%,0.2%,-5%,i,-10%,13%,4%,
CCOC(=O)N1CCN(C(=O)/C(=C/c2cccs2)NC(=O)c2cccs2)CC1,10%,0.7,33,7%,-0.1%,-6%,i,-2%,19%,21%,
Cc1nnc(SCCC#N)n(CCC#N)c1=O,15%,0.2,35,7%,-0.1%,1%,i,-1%,4%,-1%,
O=C(COc1ccc2c3c(c(=O)oc2c1)CCC3)N1CCCCC1,-4%,-0.7,63,2%,0.5%,8%,.,1%,7%,-4%,
CC(C(=O)Nc1ccc(O)cc1C(=O)O)N1C(=O)/C(=C\c2cccs2)SC1=S (stereo not drawn),9%,0.6,62,?,-0.1%,1%,.,48µM*,38%,21%,
Cc1ccc2c(c1)[nH]c1c(=O)n(Cc3ccco3)cnc12,-5%,0.6,55,11%,-0.1%,4%,i,-7%,21%,-7%,
COC(=O)c1ccc(NC(=O)CNC(=O)C2CCCCC2)c(C)c1,17%,-1.1,69,4%,0.0%,18%,i,-9%,-4%,-11%,
O=C(CC1S/C(=N/N=C2CCCCCC2)NC1=O)Nc1ccccc1F (stereo not drawn),-7%,1.7,62,4%,0.3%,13%,.,3%,.,5%,
CCCn1c(O)c(N=NC(=O)c2ccco2)c2ccccc21,1%,8.2,68,5%,0.4%,4%,i,1%,9%,10%,
Cc1cccc(CC(C)NC(=O)c2oc3c(F)cccc3c2C)n1 (stereo not drawn),5%,-0.5,60,2%,28%,8%,.,0%,26%,-10%,
Cn1c(CCCOc2ccc(Cl)cc2Cl)nnc1SCC(=O)Nc1nccs1,4%,0.5,52,13%,-0.1%,-8%,i,-2%,0%,-16%,
CN1/C(=C\C(=O)Nc2ccc(F)cc2)C(C)(C)c2ccccc21,-7%,5.9,60,-3%,0.7%,29%,i,-2%,-3%,-2%,
O=C(COc1ccc(S(=O)(=O)N2CCOCC2)cc1)NC1CCCC1,-1%,0.2,55,-8%,-0.2%,-2%,i,-6%,9%,0%,
C=CCc1ccccc1OCC(O)CN1CCN(C(=O)OCC)CC1 (stereo not drawn),2%,-1.9,51,6%,0.6%,0%,i,-6%,2%,4%,
CCOC(=O)CCSc1nc(-c2ccc3c(c2)OCO3)cc(C(F)(F)F)c1C#N,-2%,5.9,55,-1%,-0.2%,-2%,i,-4%,15%,6%,
COc1ccc(C(=O)NCC(=O)NC2=NCCS2)cc1,11%,-0.4,105,11%,0.8%,-7%,i,-1%,5%,-9%,
CC(=O)Nc1ccc(NC(=O)CS(=O)(=O)c2cn(CC(=O)N3CCCC3)c3ccccc23)cc1,-7%,1.1,54,7%,0.4%,5%,.,1%,14%,9%,
CC1(C)Cc2nc3oc4c(N(CCO)Cc5ccccc5)ncnc4c3cc2CO1,12%,3.1,80,9%,-0.2%,5%,i,-1%,18%,4%,
CCCN1C(=O)C(O)(CC(=O)c2ccc3c(c2)OCCO3)c2ccccc21 (stereo not drawn),3%,-1.2,65,4%,-0.1%,1%,i,-3%,8%,2%,
CCOC(=O)C1CCN(C(=O)Nc2ccc(OCc3ccccc3)cc2)CC1,4%,0.6,47,21%,-0.2%,-1%,i,2%,3%,2%,
CCSc1nc2ccccc2[nH]1,-3%&5%,-2.1&-0.1,71&60,7%&4%,-0.1%&0.1%,-4%&0%,i,-6%&5%,16%&5%,1%&7%,
CCCCC(CC)CNC(=O)C(=O)c1ccccc1NC(C)=O (stereo not drawn),2%,0.6,73,12%,0.4%,23%,i,-5%,5%,-6%,
COC(=O)CC1C(=O)NCCN1C(=O)CSc1nnnn1-c1ccc(Cl)cc1 (stereo not drawn),-11%,-1.0,29,-1%,-0.3%,-8%,i,-5%,0%,-6%,
CC(OC(=O)c1ccc(S(=O)(=O)N2CCOCC2)cc1)c1ccccc1 (stereo not drawn),.,-0.3,56,3%,.,.,.,-2%,12%,.,
O=S1(=O)C[C@@H](N2CCOCC2)[C@H](N2CCOCC2)C1,-5%,-2.6,38,4%,0.0%,2%,i,-1%,4%,-6%,
# (listing goes on)
SMILES,GPR55 LPI antagonism,NTR1 ag,NTR1 ag cell count 20 µM,MgcRacGAP inhibition,GPR55 activation,AID2073,Yfh1-off respiration,NS5 inhibitors,SV40 large T antigen,GPR35 antagonists,others
O=C(Nc1nc2c(s1)CCCC2)c1cccnc1,3%,0.4,96,1%,-0.1%,-8%,i,9%,2%,16%,
COC(=O)c1[nH]c2cccc(OC)c2c1NC(=O)CN(C)CC1OCCO1,6%,-1.6,88,9%,-0.1%,24%,i,7%,-3%,2%,NS5 inhibitors pilot replicate=-6.7
CCC(=O)N(Cc1cc2cc(C)c(C)cc2[nH]c1=O)C1CCCCC1,4%,-0.8,46,15%,0.3%,-8%,i,2%,5%,4%,
Cn1nc(C(=O)Oc2cc(=O)n(C)c3ccccc23)c2ccccc2c1=O,2%,3.0,43,9%,-0.1%,0%,i,-6%,8%,2%,
CC(C)C[C@@H]1NC(=O)[C@H](CO)NC(=O)c2cc([N+](=O)[O-])cc(I)c2OCC[C@@H](C(N)=O)NC1=O,9%,-2.2,110,5%,-0.3%,3%,i,-3%,6%,10%,
Cc1ccc(N(C(=O)Cn2nnc(-c3cccs3)n2)C(C(=O)NC2CCCC2)c2ccncc2)cc1 (stereo not drawn),23%,1.9,80,1%,0.0%,10%,i,-7%,9%,3%,
O=[N+]([O-])c1ccccc1CN1CCN(c2ncccn2)CC1,-14%,1.4,72,11%,0.3%,-6%,.,0%,12%,-9%,
